Compound activity as filed in PubChem.
MCF10A rereplic – induces DNA re-replication in MCF 10a normal breast cells; MCF 10A DNA re-replication, Hoechst nuclear intensity, 48 h; Potency, µM (doses to about 46.1 µM), without a hit: top-dose activity, positive = re-replication, most hits filed as activators; 2.9% of 350,000 active; further: potency means the concentration at half of the fitted maximal effect; % of control where 0% means no effect; nearly all actives have a fitted effect of over 50% in size
KB-3-1 cytotox – KB-3-1 parental cell cytotoxicity. KB-3-1 viability, CellTiter-Glo ATP luminescence, 72 h. Potency, µM (top dose mostly 46.1 µM), without a hit: at the top dose activity change, negative = cytotoxic, usual class: cytotoxic. 1.4% of 400,000 active. AID 1347075; further: potency means the concentration at half of the fitted maximal effect; on the % scale 0 is the no-effect control and ±100 the full control effect; nearly all actives have a fitted effect of over 60% in size
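Parental KB-3-1 adenocarcinoma cells in phenol-red-free DMEM with 10% FBS were pin-treated with compounds at several concentrations, incubated 72 h at 37 °C, and viability read by CellTiter-Glo luminescence; concentration-effect curves were fitted after normalization.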
IL-1B inflam inh – blocks inflammasome-driven IL-1 beta release; THP-1 LPS/ATP IL-1B secretion, AlphaLISA, 16 h; stronger effect = lower value; activity change, % at 57.5 µM; 4.7% of 360,000 active; in the data active means activity change below about -50%; inconclusive means mostly about -30% to -49%; further: on the % scale 0 is the no-effect control and ±100 the full control effect
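THP-1 cells pretreated 1 hr with compounds (up to 57.5 uM final), then stimulated with LPS (250 ng/mL final) plus ATP (1.25 mM final); secreted IL-1B measured by AlphaLISA after 16 hr, decreased signal indicating inhibition.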
HepG2 tox – counter-screen for TGF-b inhibitors: cytotoxicity in HepG2 cells; HepG2 CAGA-GFP viability, ATP luminescence, 18 h; Potency, µM (highest dose often 46.1 µM), for the others: top-dose activity change, negative = cytotoxicity, actives largely listed as cytotoxic; 0.76% of 410,000 active; AID 588856; further: potency means the concentration at half of the fitted maximal effect; some results filed as inactive show a strong effect at the top dose
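CellTiter-Glo luminescence gave cytotoxicity after 18 hours at 37 degrees C. The cells were HepG2 CAGA-GFP in 1% FBS DMEM, stimulated with 500 pg/mL TGF-beta after compound addition. %Activity was normalised to no-cell wells (complete cell-killing) and DMSO (no toxicity), and curves were fitted and classified.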
ATXN viability – reduces viability in counter-screen for ATXN expression inhibitors | S2 cells (HEK-293 line with an ATXN2-luciferase reporter) viability, CellTiter-Fluor protease fluorescence, 24 h | Potency, µM (top dose mostly 56.7 µM), usual class: cytotoxic | 0.49% of 400,000 active | AID 651635; further: potency means the concentration at half of the fitted maximal effect; nearly all actives have a fitted effect of over 40% in size
SW480 rereplic – inducers of DNA re-replication in SW480 colon cancer cells; SW480 DNA re-replication, Hoechst DNA content imaging, 48 h; Potency, µM (highest dose often 46.1 µM), for inactives: at the highest dose re-replication activation, actives largely listed as activators; 1.8% of 340,000 active; AID 624297; further: potency means the concentration at half of the fitted maximal effect; % of control where 0% means no effect; nearly all actives have a fitted effect of over 55% in size
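Image-based DNA-content assay: after two days of treatment, nuclei were labelled with the DNA dye Hoechst and imaged, and hits were compounds raising the count of nuclei showing high fluorescence intensity.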
ATXN2 expr inh – inhibitors of ATXN2 expression | 0.72% of 360,000 active | Potency, µM (highest dose often 57 µM), for inactives: at the highest dose activity change, negative = inhibition, most hits filed as inhibitors | HEK-293 ATXN2-luciferase reporter, luminescence, 24 h | AID 1745845; further: potency means the concentration at half of the fitted maximal effect; on the % scale 0 is the no-effect control and ±100 the full control effect; nearly all actives have a fitted effect of over 55% in size
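qHTS (up to 57 uM final) was run with 24 h compound exposure of reporter cells at 37 °C. Each well was multiplexed: SteadyGlo luminescence measured ATXN2-luciferase expression after a fluorogenic Gly-Phe-AFC viability readout (25 uM final).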
HT1080 IDH1KD tx – kills HT-1080 cells with IDH1 knockdown | Potency, µM (highest dose often 46.1 µM), for inactives: at the highest dose activity, negative = toxicity, usual class: cytotoxic | 2% of 360,000 active | HT-1080 IDH1 knockdown viability, ATP luminescence, 48 h | AID 686971;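 further: potency means the concentration at half of the fitted maximal effect; 0% = DMSO wells and -100% = cell-free medium wells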
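Assay cells: HT-1080 with IDH1 knockdown, 750 per well, RPMI/5% FBS. Exposure: 48 h at 37 °C following 2 h pre-incubation. Read: CellTiter-Glo luminescence; fitted concentration-response, curve class assigned.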
HT1080NT lethal – kills 2HG-producing HT-1080-NT fibrosarcoma cells; HT-1080-NT fibrosarcoma viability, CellTiter-Glo ATP luminescence, 48 h; Potency, µM (top dose mostly 46.1 µM), without a hit: at the highest dose activity, negative = less viability, actives largely listed as cytotoxic; 1.6% of 360,000 active; AID 686970;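 further: NT is the 2HG producing partner of a matched IDH1 knockdown line; potency means the concentration at half of the fitted maximal effect; 0% = DMSO-treated cells and -100% = media-only wells without cells; nearly all actives have a fitted effect of over 55% in size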
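Viability of the 2HG-overproducing fibrosarcoma line after 48 hours of compound exposure at 37 degrees C was determined by luminescence with CellTiter-Glo, and concentration-effect curves were then fitted and categorized.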
* marks the source's active call; other numbers are inactive results; i = inactive; ? = inconclusive; nt = no result given; [ ] = remark or other dose. Unless noted, the call rests on the fitted dose curve; in most records, active means well fitted curve in the direction sought with a large enough effect; inconclusive means small, poorly fitted or top-dose-only effect, or another doubt; inactive means no such curve, though single readings can be large; an effect the other way counts as inactive or inconclusive.

SMILES	MCF10A rereplic	KB-3-1 cytotox	IL-1B inflam inh	HepG2 tox	ATXN viability	SW480 rereplic	ATXN2 expr inh	HT1080 IDH1KD tx	HT1080NT lethal
CC1CCCCN1CCNC(=O)Cn1nc(-c2ccccc2)ccc1=O (stereo unspecified)	3%	11%	0	-27%	i	0%	-8%	-2%	1%
Cc1nc(C(=O)NC2CCCCC2)sc1C1(C)CC(c2cccc([N+](=O)[O-])c2)=NO1 (stereo unspecified)	?	-12%	2	-27%	i	?	3%	0%	3%
Cc1c(Cl)cccc1NC(=O)COC(=O)CCc1nc2ccccc2n1-c1ccccc1	1%	0%	19	-5%	i	-2%	5%	-9%	-2%
O=C(COC(=O)COc1ccccc1)Nc1cccc([N+](=O)[O-])c1	-10%	-5%	-9	16%	i	-4%	-32%	0%	-2%
CCN(C(=O)c1ccc(S(=O)(=O)N2CCOCC2)cc1)C1CCS(=O)(=O)C1 (stereo unspecified)	-2%	16%	11	8%	?	-7%	6%	6%	8%
COc1cc(OC)c(NC(=O)Cc2cccs2)cc1Cl	-3%	2%	-3	-6%	i	0%	-11%	-4%	-1%
COc1ccc(N2C(=O)c3cccc4cc(Br)cc(c34)C2=O)cc1	5%	0%	5	4%	i	-3%	nt	1%	4%
C=CCOc1c2ccc(C(=O)NCCc3ccc(C)cc3)cc2nn1C	-5%	0%	4	-1%	i	-2%	8%	3%	11%
O=C(COC(=O)c1ccc(F)cc1F)NCCNC(=O)COC(=O)c1ccc(F)cc1F	9%	11%	27	25%	i	3%	3%	2%	11%
Cc1cc2ncn(C3CC(=O)N(Cc4ccccc4)C3=O)c2cc1C (stereo unspecified)	1%	-8%	5	-9%	i	2%	-5%	23%[9.24 µM]	-17%
COc1ccc(/C=N/NC(=O)c2ccncc2)cc1Cn1nc([N+](=O)[O-])c(Br)c1C	-15%	-1%	-9	-13%	i	-5%	-25%[11.3 µM]	-1%	-1%
COc1ccccc1N1C(=NC(=O)CCc2ccccc2)SC2CS(=O)(=O)CC21 (stereo unspecified)	-2%	13%	7	3%	i	0%	-3%	-12%	-1%
COc1ccccc1Oc1ccc(NC(=O)c2ccc(Cl)cc2)cc1	?	?	9	-22%	i	?	-21%	10%	-2%
COc1ccc(NC(=O)c2ccc(-c3ccccc3)cc2)cc1NS(=O)(=O)c1ccc(F)cc1	4%	-22%	9	21%	i	-6%	?	-5%	-9%
O=C(CCn1c(=O)oc2ccccc21)N1CCN(c2ccc(F)cc2)CC1	5%	-2%	-15	-21%	i	0%	-7%	0%	-1%
Cc1ccc(C(=O)NCCSCc2ccc(Cl)cc2Cl)cc1[N+](=O)[O-]	?	-1%	-58*	-3%	?	4%	-15%	0%	-16%
Cc1ccc(-c2n[nH]c(=S)n2/N=C\c2ccco2)cc1	-2%	-3%	7	3%	i	-2%	-10%	-2%	5%
CN1CCN(C(=O)CN2C(=O)COc3ccc(S(=O)(=O)N4CCOCC4)cc32)CC1	0%	17%	4	19%	i	-3%	3%	11%	7%
CC1CCCN(C(=O)C2CCN(S(=O)(=O)c3cccc4cccnc34)CC2)C1 (stereo unspecified)	1%	-12%	9	0%	i	-2%	-3%	0%	-2%
Cc1cc([N+](=O)[O-])ccc1NC(=O)Nc1ccccc1F	-2%	?	-99*	-5%	i	-4%	-13%	-13%	-1%
O=C(COc1ccc(F)cc1)Nc1ccc2nc(SCC(=O)N3CCc4ccccc43)sc2c1	nt	9%	nt	-21%	i	nt	3%	nt	nt
COc1cc(NC(=O)Cc2ccccc2OC)cc(OC)c1	1%	-4%	3	-4%	i	2%	0%	-1%	0%
COc1cc(NC2c3ccccc3C(=O)N2Cc2ccc3c(c2)OCO3)cc(OC)c1OC (stereo unspecified)	2%	-18%	-7	-8%	i	-3%	0%	-4%	-2%
COC(=O)c1ccccc1Oc1c(F)c(F)nc(N2CCOCC2)c1F	3%	-1%	5	2%	i	-3%	-4%	?	12%
Cc1ccc2[nH]c(CN3CCC(CO)(CC4CCCCO4)CC3)c(C)c2c1 (stereo unspecified)	3%	-12%	-113*	-10%	i	2%	70%[activator]	13µM*	?
CCN1CCN(CCCOc2ccc(-c3ccccc3)cc2)CC1	-3%	-13%	-56*	-47%	?	5%	?	?	?
CCOC(=O)[C@]12CCCC=C1N(Cc1ccccc1)C(=O)[C@H](CC(=O)N1CCN(C(=O)c3ccco3)CC1)C2	nt	4%	2	nt	nt	nt	nt	3%	-1%
CCc1cccc(C)c1NC(=O)Nc1c(Br)cnn1C	-8%	-1%	-12	4%	?	-31%[inhibitor]	nt	-8%	-1%
C=CCN(c1cccc(C(F)(F)F)c1)S(=O)(=O)c1cccc(C(=O)OCC(=O)Nc2ccccc2)c1	13%	6%	12	0%	i	2%	-13%	-9%	-9%
OC(CNCc1ccccc1F)COc1cccc2ccccc12 (stereo unspecified)	?	2%	-70*	-181%	i	21µM*	-30%	15µM*	?
CC(NC(=O)c1ccc(NC(=O)CC2SC(N3CCCC3)=NC2=O)cc1)c1ccccc1 (stereo unspecified)	-4%	5%	0	9%	i	-9%	nt	17%	0%
Clc1ccc(-c2nc3c4ccccc4ccn3c2Cc2ccsc2)cc1	nt	-22%	24	nt	i	nt	3%	-1%	-14%
CCCn1c(N)c(N(CCOC)C(=O)CSc2ccccc2)c(=O)[nH]c1=O	0%	1%	32	14%	i	-41%[inhibitor]	10%	-5%	0%[9.24 µM]
O=S(=O)(NCc1csc(-c2cccnc2)n1)c1cccs1	-7%	3%	27	5%	i	-12%	19%	15%	0%
COc1ccc(Cn2nnnc2C(c2cc3cccc(C)c3[nH]c2=O)N2CCOCC2)cc1 (stereo unspecified)	-8%	8%	21	2%	i	-2%	4%	8%	16%
O=c1[nH]c2ccc(Br)cc2c(-c2ccccc2)c1CN1CCOCC1	8%	-12%	-7	-18%	i	-1%	-20%	-8%	-5%
O=C(CC(Cc1ccccc1)C(=O)O)Nc1cccc(C(F)(F)F)c1 (stereo unspecified)	1%	-2%	17	-28%	i	0%	-22%	-5%	3%
CC12CCC(=O)C=C1CCC1C2CCC2(C)C(c3csc(N)n3)CCC12 (stereo unspecified)	16µM*	?	-82*	8%	?	?	?	?	?
CCOc1ccc(C(=O)N2CCCCCC2)cc1	1%	-1%	-9	-19%	i	-9%	5%	0%	-1%
O=C(Nc1ccc(-c2nc3ccccc3o2)cc1)c1ccc(N2C(=O)C3C4C=CC(C4)C3C2=O)cc1 (stereo unspecified)	?	-5%	-1	-23%	i	11%	3%	0%	3%

Single records, from the list above. Values in the order: MCF10A rereplic | KB-3-1 cytotox | IL-1B inflam inh | HepG2 tox | ATXN viability | SW480 rereplic | ATXN2 expr inh | HT1080 IDH1KD tx | HT1080NT lethal
CCc1cccc(C)c1NC(=O)Nc1c(Br)cnn1C in the list: -8% | -1% | -12 | 4% | ? | -31%[inhibitor] | nt | -8% | -1%
O=c1[nH]c2ccc(Br)cc2c(-c2ccccc2)c1CN1CCOCC1 in the list: 8% | -12% | -7 | -18% | i | -1% | -20% | -8% | -5%

The list goes on.
SMILES	MCF10A rereplic	KB-3-1 cytotox	IL-1B inflam inh	HepG2 tox	ATXN viability	SW480 rereplic	ATXN2 expr inh	HT1080 IDH1KD tx	HT1080NT lethal
O=C(CN(C(=O)c1csnn1)c1ccc(Cl)cc1)NCc1ccc2c(c1)OCO2	-2%	-2%	-9	2%	i	4%	2%	-9%	-23%
C[C@H](NC(=O)C1(c2ccccc2)CCN(C(=O)[C@H]2CSCN2C(=O)OC(C)(C)C)CC1)C(=O)O	0%	4%	1	2%	i	0%	?	18%	17%
CC1Cc2ccccc2N1C(=O)COC(=O)c1ccc(Br)o1 (stereo unspecified)	7%	8%	29	-5%	i	-2%	11%	13%	3%
CC1(C)C(=O)NCCN1C(=O)c1ccc2nc(Cc3ccccc3F)oc2c1	-1%	-19%	-10	2%	?	-6%	1%	-2%	?
CN1CC(=O)N2C(c3cccc([N+](=O)[O-])c3)c3[nH]c4ccccc4c3C[C@H]2C1=O (stereo partly specified)	?	0%	-3	0%	i	4%	3%	-20%	-21%
Cc1noc(C)c1COc1ccc(C(=O)NCCc2ccc(F)cc2)cc1	22%	?	6	-17%	i	2%	nt	-3%	-2%
COc1ccc(-n2c(=O)c(CCC(=O)N3CCN(c4cccc(OC)c4)CC3)nc3ccccc32)cc1	nt	-1%	6	0%	i	nt	nt	-1%	-4%
Cc1nc2ccc(NC(=O)Cc3c(F)cccc3Cl)cc2s1	0%	29%	-8	-6%	i	-5%	25%	5%	-2%
Cc1ccsc1C(=O)N1CCC1(C)C(=O)NCCC#N (stereo unspecified)	nt	8%	15	-5%	i	nt	0%	18%	21%
COc1ccc(Nc2ncc(F)c(N3CCOCC3)n2)cc1	23%	-16%	?	-47%	nt	132%[1.84 µM]	-25%	-5%	-12%
CCC(C)NC(=O)CCc1nc2ccccc2n1-c1ccccc1 (stereo unspecified)	-3%	-8%	0	-26%	?	2%	17%	4%	13%
CC(=O)Nc1ccc(SCC(=O)c2cc(C)n(C)c2C)cc1	18%	-2%	5	-30%	i	-4%	31%	-3%	0%
CCCNC(=O)NC(=O)COC(=O)c1cccc(NS(=O)(=O)c2ccc(F)c(F)c2)c1	9%	10%	28	0%	i	3%	18%	1%	5%
CN(Cc1ccco1)C(=O)c1cccc(S(=O)(=O)N2CCN(Cc3ccccc3)CC2)c1	nt	0%	10	-11%	i	nt	nt	0%	5%
CCCCN1CC(=O)N2[C@H]3c4cc(C)ccc4OC[C@@H]3[C@H](C(=O)OCC)[C@]2(C)C1=O	-2%	16%	8	1%	i	16%	1%	1%	-3%
COCCn1c(N)c(N(Cc2ccccc2)C(=O)c2ccc3ccccc3c2)c(=O)[nH]c1=O	-1%	3%	3	66%	i	2%	2%	4%	-5%

Rows are unselected; any-hit rate near 8.9%.
